TEAD-YAP block: TEAD-YAP interaction inhibition; HEK-TIYL cells, TEAD-Gal4/YAP UAS-luciferase luminescence; inhibition, % at 9.12 µM; hit rate 1.4% among 640,000; AID 1259422; in the data active means inhibition above about 32%;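 further: 0% = median of test compound wells and 100% = reference inhibitor wells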
GPR151 ag: human GPR151 activation; Q8TDV0; PathHunter beta-arrestin GPR151 cells, luminescence; activation, % at 11.2 µM; hit rate 1% among 650,000; in the data active means activation above about 4.9%;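 further: 0% = median of compound wells and 100% = cells with positive control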
Target sequence (Q8TDV0 whole entry, looked up): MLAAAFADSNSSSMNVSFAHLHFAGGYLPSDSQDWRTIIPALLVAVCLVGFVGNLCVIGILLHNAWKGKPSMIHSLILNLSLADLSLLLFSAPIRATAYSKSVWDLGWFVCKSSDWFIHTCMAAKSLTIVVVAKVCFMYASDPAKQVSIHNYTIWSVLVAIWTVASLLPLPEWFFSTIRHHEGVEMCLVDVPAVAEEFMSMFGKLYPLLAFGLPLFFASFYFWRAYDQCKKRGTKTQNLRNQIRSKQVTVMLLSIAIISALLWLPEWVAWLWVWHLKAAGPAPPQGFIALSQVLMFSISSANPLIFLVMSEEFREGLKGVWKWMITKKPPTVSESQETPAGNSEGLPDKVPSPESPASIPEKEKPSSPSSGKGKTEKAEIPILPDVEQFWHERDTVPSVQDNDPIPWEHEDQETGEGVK
MITF inh: blocks human microphthalmia-associated transcription factor; O75030; AlphaScreen MITF homodimerization, bead proximity signal; inhibition, % at 2.6 µM; hit rate 0.91% among 650,000; AID 1259374; in the data active means inhibition above about 50%;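 further: 0% = vehicle wells with protein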
Target sequence (O75030 whole entry, looked up): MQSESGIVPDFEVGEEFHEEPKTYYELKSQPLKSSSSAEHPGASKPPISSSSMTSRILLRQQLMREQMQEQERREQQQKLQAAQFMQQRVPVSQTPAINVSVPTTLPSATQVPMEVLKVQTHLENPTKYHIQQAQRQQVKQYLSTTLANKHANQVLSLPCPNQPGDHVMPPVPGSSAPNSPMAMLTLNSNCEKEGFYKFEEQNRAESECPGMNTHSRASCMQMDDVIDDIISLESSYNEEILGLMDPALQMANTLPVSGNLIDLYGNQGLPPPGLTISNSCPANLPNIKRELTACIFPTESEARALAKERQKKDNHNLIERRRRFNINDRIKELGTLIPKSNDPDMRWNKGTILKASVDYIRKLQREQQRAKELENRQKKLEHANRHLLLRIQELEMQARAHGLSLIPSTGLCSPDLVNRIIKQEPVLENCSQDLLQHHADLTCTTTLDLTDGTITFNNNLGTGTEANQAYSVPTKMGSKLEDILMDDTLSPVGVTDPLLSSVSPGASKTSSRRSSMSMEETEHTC
FBW7 activator: human FBW7 E3 ligase activation, primary screen; hit rate 0.13% among 650,000; Q969H0; AID 1259310; normalized activity (activation), % at 26.1 µM; AlphaScreen FBW7–phospho-cyclin E peptide binding, activator screen; in the data active means normalized activity above about 1.9%;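 further: purified mutant Fbw7 with reduced substrate affinity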
* hit, by the source's call; . = not tested or not shown; & = joins results of further samples.

Preview, 6 compounds:
SMILES	TEAD-YAP block	GPR151 ag	MITF inh	FBW7 activator
CC(NC(=O)c1cccc(Br)c1)c1ccc2c(c1)OCCO2 (stereo not drawn)	4	0.1	1	0.0
CN1CCCc2cc(CN3CCC(=O)N(CC4CC4)CC3)ccc21	-9	1.2	-2	-0.1
CCC(=O)OC1(C)C(=O)C=C2C=C(C3CC3)OC=C2C1=O (stereo not drawn)	.	4.3	-16	0.2
CCCCCCc1ccc(OCC(=O)OC)cc1OCC(=O)OC	5	0.1	-6	0.4
CN1/C(=C\C(=O)COC(=O)c2ccc([N+](=O)[O-])o2)C(C)(C)c2ccccc21	-2	0.6	-13	-0.2
NC1=NC(=O)/C(=C\c2cc([N+](=O)[O-])cc([N+](=O)[O-])c2O)S1	3	0.4	7	0.3

This part in full, repeating the preview:
SMILES	TEAD-YAP block	GPR151 ag	MITF inh	FBW7 activator
CC(NC(=O)c1cccc(Br)c1)c1ccc2c(c1)OCCO2 (stereo not drawn)	4	0.1	1	0.0
CN1CCCc2cc(CN3CCC(=O)N(CC4CC4)CC3)ccc21	-9	1.2	-2	-0.1
CCC(=O)OC1(C)C(=O)C=C2C=C(C3CC3)OC=C2C1=O (stereo not drawn)	.	4.3	-16	0.2
CCCCCCc1ccc(OCC(=O)OC)cc1OCC(=O)OC	5	0.1	-6	0.4
CN1/C(=C\C(=O)COC(=O)c2ccc([N+](=O)[O-])o2)C(C)(C)c2ccccc21	-2	0.6	-13	-0.2
NC1=NC(=O)/C(=C\c2cc([N+](=O)[O-])cc([N+](=O)[O-])c2O)S1	3	0.4	7	0.3
N#CC1=C(N)Oc2n[nH]c(-c3cccs3)c2C1c1cccs1 (stereo not drawn)	-8	-0.8	19	0.2
CC(=O)N1N=C(c2ccccc2)CC1c1ccccc1O (stereo not drawn)	10	0.3	-14	-0.3
CN(Cc1ccco1)C(=O)Cn1c(=O)oc2cc(S(=O)(=O)N3CCCC3)ccc21	7	-0.4	10	0.9
CCCCC(=O)Nc1c(C(=O)Nc2ccc3c(c2)OCO3)oc2ccccc12	-15	-0.7	-3	0.0
OCCC1CN(Cc2cccc3cnccc23)CCN1Cc1ccc(F)c(F)c1 (stereo not drawn)	2	-1.7	5	0.3
CN(C)c1ccc(/C=C/C=c2\sc3nc4ccccc4n3c2=O)cc1	21	-1.3	18	1.1
O=C(CCCCCN1C(=O)c2ccccc2C1=O)N1CCCCC1	11	1.8	1	0.0
CC(Sc1ccc(-c2ccc3c(c2)OCCO3)nn1)C(N)=O (stereo not drawn)	-30	-0.6	11	0.1
Cc1sc(NC(=O)c2ccc(S(=O)(=O)N3CCCCCC3)cc2)c(C#N)c1C	6	-1.2	0	0.1
CCCCSc1nnc2c(n1)OC(c1cccc(OC)c1OC)Nc1ccccc1-2 (stereo not drawn)	-4	1.9	10	0.2
O=C(CSc1cn(Cc2ccc(F)cc2)c2ccccc12)N1CCOCC1	-20	-0.8	-11	-0.3
COc1ccc(C2CC(C(F)(F)F)n3nc(C(=O)N4CCN(C(=O)c5ccccc5)CC4)c(Cl)c3N2)cc1OC (stereo not drawn)	-8	-1.0	3	-0.2
Cc1ccccc1C(=O)Nc1nnc(SCC(=O)NC2CC2)s1	-26	-3.0	10	0.1
O=C1C(=O)N(CCCn2ccnc2)C(c2ccc(F)cc2)/C1=C(/O)c1ccc(F)cc1 (stereo not drawn)	4	0.0	-5	0.2
COC(=O)c1ccccc1C(=O)N1CCOCCOCCOCC1	-10	-0.6	17	0.4
COCC(C)NC(=O)C1CCN(C2CCN(Cc3cccc(C)n3)CC2)CC1 (stereo not drawn)	8	0.3	11	0.1
CC1CN(C(=O)Cc2ccc(Br)cc2)CC(C)O1 (stereo not drawn)	1	-0.9	-2	-0.2
COc1ccc(-c2nc(C(=O)NCCOc3ccccc3)cs2)cc1	-2	1.9	2	-0.1
CCOc1nn(CC)cc1-c1nnc(SCC(=O)NC)n1C	1	1.6	5	0.2
CC(=O)c1cccc(NC(=O)N2C3CCC2CC(NC(=O)C2CC2)C3)c1 (stereo not drawn)	3	0.0	6	-0.1
COc1cccc(-c2ccccc2NC(=O)C2CCN(Cc3cccnc3)CC2)c1	-12	1.3	-3	0.0
Cc1ccc(S(=O)(=O)c2[nH]c(=S)sc2N2CCOCC2)cc1	-16	0.4	-8	0.1
CCOC(=O)C1CCN(C(c2cccc(OC)c2)c2c(O)cc(C)n(Cc3ccccn3)c2=O)CC1 (stereo not drawn)	-1	-1.5	-4	-0.1
COc1ccc(N2C(=O)CSC2c2ccc3c(c2)OCO3)cc1Cl (stereo not drawn)	-6	-0.7	-12	0.0
COC(=O)C1=C(C)NC2=C(C(=O)CCC2)C1c1cc([N+](=O)[O-])ccc1Cl (stereo not drawn)	6&3	-0.5&-0.3	-17&14	-0.2&0.4
CC1(C)CC(=O)C(C2=NC3(CCCCCC3)Cc3ccccc32)=C(O)C1	12	0.2	-14	0.0
C=CCOc1c(Br)cc(Br)cc1/C=c1\sc2nc3cc(C)c(C)cc3n2c1=O	4	-0.2	-12	0.1
COC(=O)C1=C(N)N(c2cccc(Cl)c2C)C2=C(C(=O)CCC2)C1c1ccc(Cl)cc1 (stereo not drawn)	2	0.8	7	0.0
CS(=O)(=O)Nc1ccc(C(=O)Nc2ccccc2C(=O)NCc2ccco2)cc1	9	-0.2	0	0.2
CC(C)c1ccc(NC(=O)c2cccc(-n3cnnn3)c2)cc1	-1	1.4	7	0.8
COc1cc(S(=O)(=O)N(Cc2ccco2)C2CCC(C)CC2)ccc1-n1cnnn1 (stereo not drawn)	5	4.5	4	-0.3
Cn1nccc1Nc1cccc(C(=O)NCCOc2ccccc2)n1	-33	11*	5	-0.1
O=S(=O)(NCCc1ccc(Cl)cc1)c1ccc(F)c(F)c1	0	1.0	-11	0.1
CC(C)=CCN1CCc2nnc(CNC(=O)c3ccccn3)n2CC1	0	0.0	3	0.0
Cc1cc(C)nc(/N=C2\NC(=O)CC3C(=O)NCCN23)n1 (stereo not drawn)	-5	-1.9	-13	-0.1
O=C(CN1C(=O)c2cccc3cccc(c23)C1=O)NCc1cccnc1	0	2.6	-2	0.4
O=C(Nc1ccccc1I)c1ccccc1I	-5	0.1	4	-0.1
CCc1cccc(Nc2c(C(=O)N3CCOCC3)cnc3ccccc23)c1	3	-0.9	-8	0.0
Cc1ccc(N2CCN(c3ncnc4c3c(-c3ccccc3)cn4-c3ccc(C)c(Cl)c3)CC2C)cc1 (stereo not drawn)	-7	-1.1	17	0.2
O=c1c2cccc3cccc(c32)c2nc3ncc(Br)cc3n12	-6	0.4	7	-0.1
O=C(c1ccc(Cl)cc1)N1CCCCC(Cl)C1=O (stereo not drawn)	23	-1.5	-1	0.0
Cc1ccc(/C=C2\SC(=Nc3ccc4ccccc4c3)NC2=O)cc1	7	0.7	3	-0.1
COc1ccc(C)cc1NC(=O)CSc1nnc(C)c(C)n1	-16	0.3	-7	0.1
CCN=C1S/C(=C2\C(=O)N(C(C)=O)c3ccccc32)C(=O)N1CC	0	0.3	-1	0.0
O=C(CSc1n[nH]c(=O)[nH]c1=O)Nc1ccccc1C(=O)c1ccccc1	-9	-1.2	9	0.2
NC(=O)Nc1ccc(C(=O)OCC(=O)N(Cc2ccccc2)C2CCS(=O)(=O)C2)cc1 (stereo not drawn)	-6	-0.3	0	0.0
CCOC(=O)c1cnc2c(OC)cccc2c1Nc1cc(C(=O)O)ccc1C	4	-1.1	2	-0.2
COc1ccc(S(=O)(=O)N(CC(=O)Nc2ccc(-c3nc4ccc(C)cc4s3)cc2)c2ccccc2)cc1	-6	2.9	9	-0.1
Cn1c(SCC(=O)NCc2ccco2)nnc1-c1cccc(NC(=O)c2ccccc2)c1	4	0.7	-9	-0.1
COc1ccccc1CN1CCN2C(=O)[C@H](Cc3c[nH]c4ccccc34)NC(=O)[C@H]2C1	2	-0.1	-11	0.2
Cc1cc(C)cc(NC(=O)CCCOc2ccccc2)c1	-8	4.0	-6	0.0
COc1ccc(CC(=O)Nc2c3c(nn2-c2ccc(Cl)cc2)CS(=O)(=O)C3)cc1	-5	0.7	-2	-0.2
O=C1NCCN(CCc2ccccc2)C1CC(=O)N1CCCN(Cc2cccs2)CC1 (stereo not drawn)	1	1.6	-2	0.0
COc1cc(C2C3CN(C)CC=C3C(C#N)=C(N)C2(C#N)C#N)ccc1OC(C)C (stereo not drawn)	5	0.6	12	-0.1

Next part; it opens with the four that closed the last part.
SMILES	TEAD-YAP block	GPR151 ag	MITF inh	FBW7 activator
Cc1cc(C)cc(NC(=O)CCCOc2ccccc2)c1	-8	4.0	-6	0.0
COc1ccc(CC(=O)Nc2c3c(nn2-c2ccc(Cl)cc2)CS(=O)(=O)C3)cc1	-5	0.7	-2	-0.2
O=C1NCCN(CCc2ccccc2)C1CC(=O)N1CCCN(Cc2cccs2)CC1 (stereo not drawn)	1	1.6	-2	0.0
COc1cc(C2C3CN(C)CC=C3C(C#N)=C(N)C2(C#N)C#N)ccc1OC(C)C (stereo not drawn)	5	0.6	12	-0.1
COc1ccc(C)cc1NC(=O)NCCC1=CCCCC1	0	-0.6	-1	-0.2
c1cc(CCN2CCNCC2)ccn1	-1	0.8	5	0.0
COc1ccc(C2CC(C(F)(F)F)n3nc(C(=O)Nc4cccc(Cl)c4)cc3N2)cc1OC (stereo not drawn)	0	0.7	-2	0.1
O=C(NCC(O)c1ccccc1)C(=O)Nc1ccccc1 (stereo not drawn)	-44	-2.8	-2	0.1
Cc1nc2c(-c3ccc(F)cc3)c(C)nn2c(NCc2ccncc2)c1C	-5	-0.5	14	0.2
O=C(CSc1nc2[nH]ncc2c(=O)n1-c1ccc(Cl)cc1)NCc1cccs1	13	-0.1	14	0.0
Cc1ccc(/C=N\NC(=O)Cn2nnc3ccccc32)cc1	-5	2.4	11	0.0
O=C(NC1CCN(Cc2ccccc2)CC1)c1cccc(-c2cccs2)n1	4	-1.8	-5	-0.2
Cc1cccc(CC(=O)Nc2cnn(-c3cccc(C(=O)NC4CCOCC4)c3)c2)c1	10	1.2	12	0.0
COc1ccccc1NC(=O)c1ccc(S(=O)(=O)N2CC(C)CC(C)C2)cc1 (stereo not drawn)	-7	1.9	-2	0.7
COc1cccc(N(CC(=O)NC(C)(C)C)C(=O)c2csnn2)c1	3	-0.3	20	0.1
Brc1c(CSc2nc3ccccc3s2)nc2sccn12	-102	-0.1	4	-0.1
CC(C)Nc1nnc(Sc2ccc(Cl)cc2[N+](=O)[O-])s1	-5	0.5	4	-0.1
CCN(CCO)C(=O)CC1(c2ccccc2)CC(=O)N(CCc2ccccn2)C1=O (stereo not drawn)	4	1.4	-9	0.0
COc1cccc(C(=O)N(CC(=O)Nc2sc(C)c(C)c2C(N)=O)C2CCCC2)c1	41*	-0.1	-1	0.2
Cc1ccc(-n2c(O)c(/C=N/n3cnnc3)c3ccccc3c2=O)cc1	5	-0.4	6	0.4
CCC(C)Oc1ccc(/C=C2/NC(=O)NC2=O)cc1Br (stereo not drawn)	-25	0.3	-6	-0.3
CCc1cc2c(cc3c(=O)n(CC(=O)NCc4ccccc4C)ncn32)s1	-1	1.0	21	0.1
CC1=C(C(=O)N2CCOCC2)C(c2ccc(C)c([N+](=O)[O-])c2)C2=C(CC(C)(C)CC2=O)N1 (stereo not drawn)	2	0.2	16	0.3
Cc1ccccc1-n1ncc(C(C)NC(=O)CCc2c(C)nn(C)c2C)c1C (stereo not drawn)	-8	-0.5	-3	0.4
COc1ccc2c(c1)sc(=NC(=O)c1ccc(S(=O)(=O)N3CCOCC3)cc1)n2C	3	-0.8	11	0.0
CCCN(CCC)C(=O)CCS(=O)(=O)c1ccc2c(c1)SCC(=O)N2	10	-0.5	4	0.0
O=C(OCC(=O)c1ccc(Cl)s1)c1cccc(O)c1	-10	-2.7	0	0.2
Cc1ccc2c(Cl)c(C(=O)Nc3ccccc3C)sc2c1	-17	0.1	2	-0.4
COc1ccc(NC(=O)c2ccco2)cc1NC(=O)Cc1ccc(Cl)cc1	1	0.5	-8	0.0
COCCNC(=S)N1CCc2ccccc21	-14	-0.8	15	0.0
CCN(CC)c1ccc(/C=C2/N=C(c3ccccc3)NC2=O)cc1	-17	-0.9	15	0.0
CC(COc1ccc2ccccc2c1)Nc1cc(Cl)ncn1 (stereo not drawn)	2	-0.6	17	0.1
COCC(=O)NCC1CCC2(CCN(Cc3cc(OC)c(OC)cc3Cl)CC2)O1 (stereo not drawn)	7	-0.7	12	1.1
COc1ccccc1C(=O)N/C(=C\c1ccc([N+](=O)[O-])cc1)C(=O)Nc1cc(C)cc(C)c1	-4	-0.8	-2	0.1
CC(=O)C1=C(O)C(=O)N(c2ccc(Br)cn2)C1c1ccc(Br)cc1 (stereo not drawn)	-22	-0.8	29	-0.2
CCCCCn1c(N2CCCC2)nc2c1c(=O)n(C)c(=O)n2C	1	0.3	14	1.0
CCOC(=O)C1=C(C)N=c2s/c(=C\c3ccc(N(CC)CC)cc3OC)c(=O)n2C1c1ccc(SC)cc1 (stereo not drawn)	-7	0.4	-8	0.0
N#Cc1ccc(C(=O)OCC(=O)c2c[nH]c3ccccc23)cc1	5	-0.4	4	0.1
CC(C)n1c2ccccc2n2c(=O)c(=O)n(CC(=O)c3ccc(F)cc3)nc12	2	-0.4	2	0.2
Cc1cc(C(=O)Nc2ccccc2N2CCCC2)ccc1[N+](=O)[O-]	7	1.6	26	-0.2
CCCCN(CC)S(=O)(=O)c1ccc2c(c1)n(C)c(=O)c(=O)n2C	-6	1.9	-6	0.0

Bioassay records deposited in PubChem BioAssay by The Scripps Research Institute Molecular Screening Center.
